# High-throughput results deposited in PubChem by National Center for Advancing Translational Sciences (NCATS).
# USP2a block – blocks human ubiquitin-specific protease USP2a. O75604. USP2 core, Ub-CHOP2 coupled fluorogenic reporter, 485/531. Potency, µM (highest dose often 38.3 µM), for the others: at the highest dose activity change, negative = inhibition, usual class: inhibitors. 330,000 compounds, 0.01% hits. AID 463254;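 also: potency is read from the fitted curve at half-maximal effect; plate controls were DMSO wells for no effect and full inhibition by NEM control for full effect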
#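 Cell-free coupled assay: 10nM USP2 core preincubated 30min RT with compound in Tris-HCl pH 8.0/CaCl2/CHAPS buffer, then 25nM Ub-CHOP2 and 25nM reporter substrate; fluorescence (Ex 485/Em 531) read after 60min RT, normalized to NEM inhibition, concentration-response curves fitted.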
# PTAP TSG101 blk – blocks PTAP/TSG101 interaction to inhibit HIV-1 budding | 340,000 tested, under 10 active | Potency, µM (top dose mostly 115 µM), without a hit: top-dose activity change, negative = inhibition, actives largely listed as inhibitors | Fluorescence polarization, FITC-PTAP peptide / Tsg101 binding | AID 493005 | Q99816; active = well fitted inhibition curve with a large enough effect in the main read-out, with a control signal flat, not every such curve was filed as active; inconclusive = small, poorly fitted or top-dose-only effect, or effect the other way, or a change in a side signal; inactive = no such curve, though single readings can be large or run the other way; also: potency is read from the fitted curve at half-maximal effect; % of control where 0% means no effect
#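 Tsg101 binding domain (10 uM final) was mixed with compound and a FITC-labeled PTAP peptide (50 nM final) in HEPES pH 7.5 buffer with NaCl, Tween 20, EDTA and TCEP; fluorescence polarization was read after 20 min at r.t.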
# B2AR arrestin – recruits beta-arrestin to the human beta2-adrenergic receptor | P07550 | beta-arrestin recruitment to beta2AR, cell-based reporter | Potency, µM (highest dose often 46.1 µM), without a hit: top-dose activation, most hits filed as activators | 330,000 compounds, 0.02% hits;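 also: potency is read from the fitted curve at half-maximal effect; 0% = DMSO controls and full agonism = EC100 isoproterenol or metaproterenol; nearly all actives have a fitted effect of over 65% in size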
# Target sequence (P07550 whole entry, looked up): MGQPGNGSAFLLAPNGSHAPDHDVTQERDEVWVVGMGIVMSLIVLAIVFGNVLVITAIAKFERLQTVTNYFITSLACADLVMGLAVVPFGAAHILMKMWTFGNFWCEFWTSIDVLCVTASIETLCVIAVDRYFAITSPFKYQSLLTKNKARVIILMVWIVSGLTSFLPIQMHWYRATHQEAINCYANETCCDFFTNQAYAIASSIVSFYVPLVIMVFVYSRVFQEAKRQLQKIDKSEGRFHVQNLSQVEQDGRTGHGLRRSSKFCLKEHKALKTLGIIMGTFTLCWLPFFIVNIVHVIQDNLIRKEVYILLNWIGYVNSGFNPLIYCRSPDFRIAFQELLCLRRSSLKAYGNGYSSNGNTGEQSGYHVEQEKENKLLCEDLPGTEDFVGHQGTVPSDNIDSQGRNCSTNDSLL
# TRPV1 agonist – human TRPV1 agonism; Q8NER1; TRPV1-expressing cells, Fluo-8 calcium influx, agonist mode; activation, % at 8.33 µM; 320,000 compounds, 0.19% hits; in the data active = activation above about 80%; inconclusive = between about 30% and that limit; also: 0% is about no effect
#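 Cells expressing TRPV1 were dye-loaded with Fluo-8 and read kinetically: 10 s baseline, 3 min after compound (agonist portion), then 2 min after EC20 capsaicin (allosteric enhancer portion). Calcium-bound dye fluorescence at 480/520 nm.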
# p53 reactivator – re-activators of mutant p53; 320,000 compounds, 0.063% hits; H1299 p53-A138V BP100-luciferase reporter, luminescence, 24 h; AID 504706; Potency, µM (series often up to 92.2 µM), without a hit: at the top dose activity change, positive = activation, most hits filed as activators; also: potency is read from the fitted curve at half-maximal effect; % of control where 0% means no effect; nearly all actives have a fitted effect of over 45% in size
#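 p53-null H1299 cells stably carrying temperature-sensitive p53-A138V and a BP100-luciferase reporter were pinned with compounds (4-point, 1:5 series) and held 24 hrs at 37 deg C. Luminescence was read 10 min after detection reagent.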
# ELG1 genotox – genotoxicity induction in ELG1-luciferase HEK293T cells | HEK293T ELG1-luciferase reporter, luminescence, 16 h | Potency, µM (top dose mostly 46 µM), for inactives: top-dose activity change, positive = activation, usual class: activators | 330,000 compounds, 1.3% hits; also: potency is read from the fitted curve at half-maximal effect; % of control where 0% means no effect; nearly all actives have a fitted effect of over 60% in size
#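 DMSO vehicle served as control against compound-treated ELG1-luciferase HEK293T cells; exposure lasted 16 hr at 37 °C and 5% CO2, followed by ONE-Glo luminescence detection after 30 min.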
# BRCA1 expr up – increases BRCA1 expression; MCF7-BRCA1-FFLuc reporter, luminescence, 48 h; response scale: scaled: vehicle 0%, 10 µM genistein 100%; Potency, µM (top dose mostly 46.1 µM), without a hit: at the highest dose activation, most hits filed as activators; 380,000 compounds, 1.1% hits; AID 624202; also: potency is read from the fitted curve at half-maximal effect; nearly all actives have a fitted effect of over 80% in size; some results filed as inactive show a strong effect at the top dose
#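 Cells: MCF7-BRCA1-FFLuc, 2000/well. Exposure: 48 h, 37 °C, 5% CO2. Read: luminescence, 15 min post-substrate. Controls: genistein 10 microM (maximal activation), DMSO (neutral).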
# Eya2 inh – Eya2 (human) phosphatase inhibition; recombinant Eya2, OMFP fluorescence dephosphorylation (OMFP is methylfluorescein phosphate); Potency, µM (doses to about 76.9 µM), for inactives: at the highest dose activity, negative = inhibition, hits mostly inhibitors; 330,000 compounds, 0.006% hits; O00167; AID 488837; also: potency is read from the fitted curve at half-maximal effect; % is scaled to controls: 0 for no effect and ±100 for the full control effect
# Target sequence (O00167 whole entry, looked up): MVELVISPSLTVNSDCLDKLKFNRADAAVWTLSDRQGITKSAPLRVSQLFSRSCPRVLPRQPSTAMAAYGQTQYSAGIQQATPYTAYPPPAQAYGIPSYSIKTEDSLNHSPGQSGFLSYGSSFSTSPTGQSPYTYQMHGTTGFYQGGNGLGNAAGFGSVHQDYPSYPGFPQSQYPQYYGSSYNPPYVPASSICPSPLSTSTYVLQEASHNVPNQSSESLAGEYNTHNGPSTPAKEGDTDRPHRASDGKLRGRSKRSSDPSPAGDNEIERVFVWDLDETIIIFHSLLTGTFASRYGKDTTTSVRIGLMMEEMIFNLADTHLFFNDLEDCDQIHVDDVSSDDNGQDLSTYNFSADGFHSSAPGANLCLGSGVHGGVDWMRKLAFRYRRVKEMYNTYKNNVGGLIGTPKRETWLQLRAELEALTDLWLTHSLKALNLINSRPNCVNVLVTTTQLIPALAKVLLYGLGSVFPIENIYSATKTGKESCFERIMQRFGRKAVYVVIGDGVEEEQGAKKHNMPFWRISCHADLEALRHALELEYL
#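 Eya2 (0.2 uM) preincubated 10 min at ambient with compound, then OMFP substrate added at 50 uM; 10 min reaction in 50 mM HEPES pH 7.5, 50 mM NaCl, 5 uM MgCl2, 0.05% BSA, 1 mM DTT. Fluorescence read at Ex 485/Em 525 nm.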
# Integrin act MD – activates integrin-mediated alleviation for muscular dystrophy. 350,000 compounds, 0.064% hits. Potency, µM (doses to about 38.3 µM), without a hit: top-dose activation, hits mostly activators. alpha7betagal myoblasts, beta-gal FDG fluorescence, 48 h;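 also: potency is read from the fitted curve at half-maximal effect; 100% = response of the positive control SU9516; nearly all actives have a fitted effect of over 60% in size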
#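 Alpha7betagal+/- myoblasts (passage 13) were plated 16-24 hr, then exposed to compounds (1:260 dilution of DMSO stock) for 48 hours at 37C. After MPER lysis, β-galactosidase reporter activity was read as FDG fluorescence (ex 480/em 540) after 30 minutes.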
# uPA surface inh – inhibitors of cell surface uPA generation; Potency, µM (doses to about 38.3 µM), without a hit: at the highest dose activity change, negative = inhibition, usual class: inhibitors; 330,000 compounds, 0.31% hits; AID 540303; cell surface uPA generation assay, qHTS; active = well fitted inhibition curve with a large enough effect; inconclusive = small, poorly fitted or top-dose-only effect; inactive = no such curve, though single readings can be large or run the other way; tested in mouse RAW 264.7 cells; also: potency is read from the fitted curve at half-maximal effect; % is scaled to controls: 0 for no effect and ±100 for the full control effect; nearly all actives have a fitted effect of over 55% in size
# ASM inhibitor – inhibitors of human secretory acid sphingomyelinase; P17405; placental ASM, HMU-PC fluorogenic substrate, 60 min; Potency, µM (highest dose often 57.5 µM), for the others: at the top dose activity change, negative = inhibition, usual class: inhibitors; 340,000 compounds, 0.006% hits; AID 504937; also: potency is read from the fitted curve at half-maximal effect
#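 qHTS format. ASM enzyme prepared from human placenta hydrolyses the fluorogenic substrate HMU-PC0 (9 uM final) over 60 min at 37 °C after a 10 min compound preincubation.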
# The depositor's hits bear a star; ? = inconclusive; / = not tested or not shown; [ ] = dose if it differs, or a comment. Unless noted, calls follow the shape of the dose curve; as a rule, active = well fitted curve in the direction sought with a large enough effect; inconclusive = small, poorly fitted or top-dose-only effect, or another doubt; inactive = no such curve, though single readings can be large; an effect the other way counts as inactive or inconclusive.
Structure	ASM inhibitor	Integrin act MD	USP2a block	uPA surface inh	BRCA1 expr up	Eya2 inh	ELG1 genotox	p53 reactivator	B2AR arrestin	TRPV1 agonist	PTAP TSG101 blk
Cc1cccn2c(=O)c3cc(C(=O)NCCc4ccccc4)c(=N)n(CC4CCCO4)c3nc12 (stereo unspecified)	188%[activator]	1%	6%	-1%	4%	4%	-6%	3%	0.1%	1	-13%
COc1ccccc1Nc1nc(N(C)c2ccccc2)nc(N)c1[N+](=O)[O-]	0%	6%	0%	-4%	-16%	-29%	0%	0%	0.1%	-4	-3%
O=C(COC(=O)Cn1[nH]c(=O)c2ccccc2c1=O)NNC(=O)c1ccc(Br)cc1	-2%	-47%[inhibitor]	0%	2%	4%	-4%	0%	-3%	0.1%	-1	-3%
CCOc1ccc(N2C(=O)CC(NC3CCCCNC3=O)C2=O)cc1 (stereo unspecified)	-3%	2%	-1%	-7%	-11%	-12%	0%	6%	-0.1%	2	-6%
CCc1ccc(C(C)NC(=O)C2CCCC2)cc1 (stereo unspecified)	0%	-24%	2%	2%	-12%	0%	-4%	-17%	-0.8%	27	3%
O=C(CN1C(=O)CSc2ncccc21)NCCN1CCOCC1	-6%	17%	1%	3%	-5%	-15%	0%	5%	-0.3%	7	-4%
COc1cc(N=c2ssnc2Cl)cc(OC)c1OC	0%	0%	7%	-1%	0%	-2%	-8%	-9%	3.9%	/	-9%
COc1cc(NC(=S)Nc2ccc(OC(F)F)cc2)cc(OC)c1	0%	30%	0%	-2%	0%	5%	-6%	-2%	4.6%	1	0%
CC(Oc1ccccc1F)c1nnc(SCC(=O)c2c(N)n(C3CC3)c(=O)[nH]c2=O)o1 (stereo unspecified)	-2%	-20%	3%	12%	-11%	18%	0%	4%	-0.7%	1	-1%
CCC(C(=O)NCCCc1ccccc1)c1ccccc1 (stereo unspecified)	5%	7%	0%	-2%	-13%	-1%	-3%	-9%	-0.5%	?	0%
O=C(Nc1ccc(F)cc1F)NC1CCCc2ccccc21 (stereo unspecified)	2%	-30%	1%	0%	0%	-5%	-4%	13%	0.8%	3	-5%
COC(=O)c1cc(OC)c(OC)cc1NC(=S)N1CCC(C(N)=O)CC1	0%	4%	-6%	/	-14%	8%	-4%	-2%	-1.5%	-3	-3%
c1ccc(N2CCN(Cc3cn4cccnc4n3)CC2)cc1	5%	-2%	1%	2%	16%	-5%	0%	5%	0.4%	/	-7%
O=C(CN1C(=O)c2ccc([N+](=O)[O-])cc2C1=O)NC1CCCCCC1	/	-3%	-1%	-6%	-6%	3%	3%	-3%	-0.1%	3	-1%
CC(=O)C1=C(O)C(=O)N(c2cccnc2)C1c1ccc([N+](=O)[O-])cc1 (stereo unspecified)	/	/	-1%	/	/	4%	-16%	-3%	4.3%	-2	/
Cc1ccc(-n2nnnc2SC(C(=O)c2c[nH]c3ccccc23)c2ccccc2)cc1 (stereo unspecified)	8%	20%	-3%	1%	-20%	9%	-4%	-6%	-0.9%	5	-2%
N#Cc1c(-c2cccs2)cc(-c2cccnc2)nc1N	/	-7%	-6%	-4%	-54%	0%	1%	-16%	-1.0%	?	-6%
CCCC(=O)Nc1cccc(-c2nc3cc(C)c(C)cc3o2)c1	-3%	9%	4%	-2%	74%	10%	?	?	-1.0%	2	0%
Cc1ccc(C(=O)CCC(=O)OCC(=O)Nc2c(C)nn(-c3ccccc3)c2C)cc1	2%	6%	-2%	2%	12%	-7%	0%	5%	0.2%	27	-13%
CC(=O)Nc1cccc(-c2nn[nH]n2)c1	3%	10%	3%	2%	-6%	-20%	0%	1%	0.3%	3	-14%
CCc1nc2ccccc2c2nc3ccccc3n12	-2%	-1%	4%	-11%	14%	-6%	2%	2%	-0.8%	?	-5%
O=C(COC(=O)Cn1cnc2ccccc2c1=O)Nc1cc(Cl)ccc1[N+](=O)[O-]	-2%	5%	1%	2%	-28%	-2%	-2%	-2%	-0.7%	22	-1%
COc1ccc(-c2nc(SC)n(C)c(=O)c2C#N)cc1OC	92%[activator]	24%	2%	-3%	-11%	-4%	-3%	-2%	-0.2%	-6	-3%
COc1ccc(N2CCN(c3ccc(S(=O)(=O)N(C(C)C)C(C)C)cn3)CC2)cc1	-5%	-8%	2%	-4%	-12%	5%	-17%	12%	-0.1%	-1	1%
O=C([C@@H]1CCCN1C(=O)c1cccs1)N1CCN(S(=O)(=O)c2ccccc2F)CC1	5%	10%	-1%	-9%	-15%	-13%	-1%	12%	-0.1%	-3	-6%
COc1ccc(-c2nc(-c3cccc(C)c3)nc(Cl)c2C#N)cc1	/	/	-1%	/	/	-28%	0%	18%	-1.1%	-1	/
COC(=O)c1cc(C#N)c(Oc2cccc(C)c2C)nc1C	-5%	-32%	-1%	3%	-34%	-6%	0%	4%	0.5%	16	0%
CCC(Cc1ccccc1)NC(=O)CN(C)S(=O)(=O)c1ccc2c(c1)c(=O)n(C)c(=O)n2C (stereo unspecified)	-3%	-16%	1%	0%	24%	-7%	-1%	0%	0.2%	2	0%
O=C(COC(=O)c1ccc(S(=O)(=O)NCc2ccco2)cc1)NCc1ccccc1	-1%	-19%	-16%	1%	-5%	-5%	0%	3%	-0.9%	/	-8%
COc1ccc(OC)c(S(=O)(=O)N2CCN(C34CC5CC(CC(C5)C3)C4)CC2)c1	2%	17%	6%	-3%	-36%	-1%	-4%	0%	-0.5%	/	-2%
CCc1cc2c(=O)c(-c3nc4ccccc4n3C)c(C)oc2c(CN(CC)CC)c1O	38%[activator]	-7%	-1%	8%	-1%	-11%	-3%	2%	-0.5%	1	-1%
COC(=O)CN1C(C)=Nc2ccc(Br)cc2C1c1ccccc1 (stereo unspecified)	3%	15%	6%	0%	-18%	1%	-2%	-5%	-0.4%	-3	-2%
COc1ccc(-c2ccc3c(c2)C2CC3CCN2S(=O)(=O)c2ccccc2C)cc1 (stereo unspecified)	-10%	10%	/	?	-25%	/	/	/	/	/	0%
CCOC(=O)c1cn(Cc2ccccc2)nn1	1%	6%	0%	1%	22%	5%	2%	20%	-0.9%	-2	-2%
CCOC(=O)c1ccc(NC(=O)CSc2nnc(CC)o2)cc1	2%	23%	1%	-4%	12%	7%	-2%	2%	0.2%	-6	1%
COc1cccc(C(=O)NC(=O)Nc2cc(C)on2)c1	0%	?	-1%	-2%	7.9µM*	1%	?	6%	-0.5%	6	-6%
CC(C)c1ccccc1OCC(=O)N(C)CC(=O)Nc1ccc(F)cc1	0%	10%	0%	4%	-28%	5%	-3%	-7%	0.1%	29	-1%
CC(C)Oc1ccc(CSC(=N)N)cc1	1%	-16%	1%	/	-42%	-1%	-6%	3%	-0.1%	2	0%
Cc1cccc(C(=O)Nc2ccc(N3CCN(c4ccc(C(F)(F)F)cn4)CC3)nc2)c1	-4%	13%	-2%	2%	-3%	-26%	-1%	-2%	-0.5%	3	0%
CC(=O)NC1=NN(C(C)=O)C(C)(c2ccco2)S1 (stereo unspecified)	-1%	-39%	-6%	-11%	-45%	-5%	3%	10%	-0.2%	0	-3%
CC1=CC2=NC(=O)/C(=C\c3cc(C)n(-c4ccc(F)cc4)c3C)C(=N)N2O1	47%	5%	4%	3%	-1%	0%	3%	-10%	-0.5%	1	1%
Cc1ccc(N2C(=S)N=C(Nc3ccccc3C)C23CCOC(C)(C)C3)cc1 (stereo unspecified)	1%	5%	2%	-1%	16%	3%	-1%	-8%	-0.2%	3	0%
COc1cc(OC)cc(C(=O)NNC(=O)CCNC(=O)c2ccc(Br)cc2)c1	0%	1%	-2%	13%	-18%	6%	0%	-9%	0.2%	/	-3%
CCN(Cc1ccccc1)C(=O)C(=O)c1cn(CC(=O)N2CCCC2)c2ccccc12	-5%	-48%[inhibitor]	0%	-3%	-16%	-6%	-12%	-3%	0.3%	14	0%
Cc1cc(C)nc(/N=C(\N)C2=C(O)CC(C)(C)CC2=O)n1	-3%	-14%	-1%	1%	33%	11%	?	-3%	0.1%	1	-9%
